IL1B NFkB pot: enhances IL-1B driven NFkB nuclear translocation; hit rate 0.3% among 94,000; AID 819; HUVEC IL-1B NFkB p65 nuclear translocation imaging; activation, % at 2 µM;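 active means activation above 40%, about the mean plus 3 SD, also judged a hit on visual image review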;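 further: percent activation is computed from the nuclear over cytoplasmic p65 intensity ratio; values of inactives mirror those of a sister screen read the other way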
NFkB transloc inh: blocks IL-1B driven NFkB nuclear translocation in HUVEC cells; HUVEC IL-1B NFkB p65 nuclear translocation imaging; inhibition, % at 2 µM; hit rate 0.43% among 94,000;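 active means inhibition above about 30% together with a positive call from visual inspection of the well image, limit read from the data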;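 further: nuclear over cytoplasmic p65 intensity ratio measured by imaging; 0% = IL-1B stimulated DMSO wells and 100% = unstimulated DMSO wells; values of inactives mirror those of a sister screen read the other way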
Bcl-B displacement: displacers of TR3 peptide from Bcl-B, primary screen, selectivity assay for Bfl-1 inhibitor project, biochemical, fluorescence polarization; hit rate 0.11% among 96,000; FP displacement of FITC-TR3 peptide from Bcl-B; higher % means a stronger effect; displacement, % at 20 µM; hits with a dose series show IC50 in µM;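 active means displacement above 50% at 20 µM plus a fluorescence interference ratio under 1.5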;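 further: plate controls were wells without compound for no effect and wells lacking Bcl-B protein for full effect; a part of the inactive calls stands beside numbers as strong as those of hits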
MRP resist rev: reverses drug resistance mediated by MRP | hit rate 0.04% among 85,000 | H69AR cells + 2 uM doxorubicin, CellTiter-Glo, 72 h | differential viability (reversal), % at 10 µM | AID 602;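 active means viability drop by adding the cancer drug above about 55%, with treated viability meeting a 40% cutoff, limit read from the data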;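 further: viability without doxorubicin minus viability with 2 µM doxorubicin for each compound; larger differential means the compound sensitizes cells more to doxorubicin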
PLAP inhibition: PLAP enzyme inhibitors, biochemical, luminescence, HTS (AID 690) | purified PLAP, luminescent substrate; higher % means a stronger effect | hit rate 0.08% among 96,000 | one-dose inhibition, % at 20 µM; IC50 in µM for titrated hits; in the data active means a potency from the dose series; inactive means the rest, 99 in 100 with inhibition below about 30%; further: strong numbers were not always called active
MRP resist rev cytotoxicity: further read-out of MRP resist rev, marked with its call; viability, %; H69AR cells, CellTiter-Glo, 72 h; measured here: cytotoxicity without doxorubicin
MRP resist rev with doxorubicin: second read-out of MRP resist rev, no call of its own (marks repeat the call); viability, %; measured here: viability with 2 uM doxorubicin; hits give low values
NFkB transloc inh cell count 2 µM: second read-out of NFkB transloc inh, no call of its own (marks repeat the call); cell count; measured here: cells passing quality filter;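 raw number of nuclei counted in each imaged well without normalization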
IL1B NFkB pot cell count 2 µM: further read-out of IL1B NFkB pot, marked with its call; cell count; measured here: cells passing quality filter
* marks the source's active call; other numbers are inactive results; · = no result given. Only part of the results is shown; rates above refer to the full screens.

Screens in order – IL1B NFkB pot, IL1B NFkB pot cell count 2 µM, NFkB transloc inh, NFkB transloc inh cell count 2 µM, Bcl-B displacement, MRP resist rev, MRP resist rev cytotoxicity, MRP resist rev with doxorubicin, PLAP inhibition
COc1ccc(-c2nnc3ccc(SCC(=O)NCc4ccco4)nn23)cc1OC
 : -6, 100, 6, 100, 3%, -6, 84, 90, -21%
Cc1cc2c3nonc3ccc2n1C
 : 6, 213, -6, 213, 8%, 13, 104, 91, 18%
COc1nc(OCCNC(C)=O)nc(N(C)C)n1
 : 5, 161, -5, 161, -2%, 0, 87, 86, -1%
CN(C)S(=O)(=O)Oc1ccsc1C(=O)Nc1cccc(Cl)c1Cl
 : 1, 129, -1, 129, 6%, ·, ·, ·, 6%
Cc1ccc(C)c(OCCOCCN2CC(C)OC(C)C2)c1C (stereo not drawn)
 : 2, 65, -8, 181, 13%, 3, 83, 79, -17%
CC(C)CC(c1nnnn1CC1CCCO1)N1CCN(C2CCCC2)CC1 (stereo not drawn)
 : ·, ·, ·, ·, -2%, 8, 97, 89, -52%
COc1ccc(S(=O)(=O)n2nc(OC(=O)C3CCCCC3)cc2N)cc1
 : -2, 65, 2, 65, 12%, 7, 88, 81, -9%
O=C(NCC1COc2ccccc2O1)C1CCN(S(=O)(=O)c2cccc3nsnc23)CC1 (stereo not drawn)
 : 13, 173, -13, 173, -6%, -20, 52, 71, 1%
COc1ccc(C(=O)N2CCOCC2)cc1Br
 : 21, 109, -21, 109, -10%, 1, 97, 96, 8%
CC(C)CNC(=O)C(=O)N/N=C/c1cccs1
 : -3, 132, 3, 132, 3%, ·, ·, ·, -6%
O=C(Cn1c(S(=O)(=O)Cc2ccccc2)nc2ccccc21)N1CCCCC1
 : -1, 212, 1, 212, -5%, -8, 76, 84, 12%
CCn1c(Cc2c(C)[nH]c3ccccc23)nnc1SCC(=O)NCc1ccccc1
 : 3, 139, -3, 139, -7%, 11, 89, 78, -2%
O=c1[nH]ncn1-c1cccc(C(F)(F)F)c1
 : 19, 90, -19, 90, -1%, ·, ·, ·, 16%
O=C(O)c1cc(-c2ccc3c(c2)OCO3)nc2ccccc12
 : ·, ·, ·, ·, 7%, -6, 94, 100, -2%
CCc1cc2c(=O)n(CC)c(SC(C)C(=O)Nc3c(C)n(C)n(-c4ccccc4)c3=O)nc2s1 (stereo not drawn)
 : 9, 68, -9, 68, -4%, -10, 66, 76, -75%
CS(=O)(=O)Nc1ccccc1C(=O)c1ccccc1
 : 40, 142, -40, 142, -4%, 6, 94, 88, 6%
CC(C)/C(=N\NC(=O)Nc1ccccc1)c1ccccc1
 : 13, 169, -13, 169, -3%, ·, ·, ·, 14%
Nn1c(SCC(=O)NCc2ccccc2)nnc1C1CC1
 : 8, 161, -8, 161, -21%, -7, 85, 92, -14%
COc1ccc(CNC(=O)C(c2cccs2)N(C(=O)c2csnn2)C2CC2)cc1 (stereo not drawn)
 : 22, 166, -22, 166, 16%, 10, 100, 90, 9%
COc1cc(S(=O)(=O)NC2CCCC2)c(OC)cc1Cl
 : 11, 174, -11, 174, -6%, 10, 99, 90, 6%
O=c1/c(=C/c2ccc(O)cc2)sc2n1CCCN=2
 : -8, 144, 8, 144, -9%, -21, 47, 68, 11%
Nc1ccc(Sc2nnnn2-c2ccccc2)c(Cl)c1
 : -4, 68, 4, 68, -2%, 0, 99, 99, 8%
CCOC(=O)Cc1csc(NC(=O)c2ccc(Br)s2)n1
 : 9, 12, -9, 12, -8%, 7, 93, 86, -32%
COc1cc(Cl)cc(C#N)c1OCC(=O)O
 : 3, 139, -3, 139, -2%, 13, 94, 81, 14%
Cc1cc(C(=O)NCC(=O)OC(C(=O)Nc2cc(C(F)(F)F)ccc2Cl)c2ccccc2)ccc1[N+](=O)[O-] (stereo not drawn)
 : 16, 147, -16, 147, -3%, ·, ·, ·, 46%
Cc1ccc2c(c1)cc(CN(Cc1ccc3c(c1)OCO3)S(=O)(=O)c1ccccc1)c1nnnn12
 : 0, 111, 0, 111, -5%, -20, 31, 51, -49%
COc1ccc(CCNc2nncc(=O)[nH]2)cc1OC
 : 2, 147, -2, 147, 0%, ·, ·, ·, 11%
Cc1csc(NC(=O)Cn2cnnn2)n1
 : -11, 108, 11, 108, -13%, 1, 80, 80, 10%
COc1ccccc1N1C(=O)c2ccccc2NC1c1ccncc1 (stereo not drawn)
 : 4, 145, -4, 145, 3%, 3, 101, 98, 3%
COC(=O)c1ccc2c(=O)sc(N3CCC(C(N)=O)CC3)nc2c1
 : 25, 167, -25, 167, 0%, 15, 89, 74, 1%
CCN1CCN(c2ccc(NC(=O)c3cccc(OCc4ccccc4)c3)cc2)CC1
 : 37, 178, -37, 178, 45%, -2, 44, 46, -21%
c1ccc(Cn2c(SCCN3CCOCC3)nnc2-c2cccnc2)cc1
 : 15, 198, -15, 198, -8%, 9, 83, 74, -43%
c1ccc(N2CCN(c3c4c(nc5ncnn35)CCC4)CC2)cc1
 : 28, 171, -28, 171, -9%, -9, 101, 110, -18%
CCN(CC)CCCNC(=O)Cn1ncn2cccc2c1=O
 : 1, 173, -1, 173, 7%, -1, 108, 109, 19%
CN1CCN(C(=O)c2cc(-c3cccc(Cl)c3)on2)CC1
 : 5, 127, -5, 127, -1%, 7, 107, 100, -22%
Cc1c(C(=O)N2CCN(c3ccccc3F)CC2)sc2ncn(CC(=O)N3CCOCC3)c(=O)c12
 : -12, 203, 12, 203, -19%, 10, 92, 82, -46%
COc1ccccc1NC1=C(C)C(=O)CC1
 : 4, 193, -4, 193, -11%, 5, 89, 84, -13%
CCC(=O)Oc1ccc2c(C)cc(=O)oc2c1C
 : ·, ·, ·, ·, 1%, ·, ·, ·, -1%
Cc1cc2c(c(=O)n1C)C(C(C)C)C(C#N)=C(N)O2 (stereo not drawn)
 : -3, 155, 3, 155, -10%, ·, ·, ·, 14%
O=C1CN(C(=O)OCc2ccccc2)c2ccccc2N1
 : 9, 152, -9, 152, -4%, 21, 103, 82, -4%
COC(=O)CNC(=O)COc1ccccc1
 : 10, 167, -10, 167, 4%, ·, ·, ·, 12%
Cc1cc2c(c(=O)n1CCN(C)C)C(c1ccc(Cl)cc1)C(C#N)=C(N)O2 (stereo not drawn)
 : 8, 106, -8, 106, 1%, 8, 82, 75, -13%
COc1ccc(C(=O)N2c3ccc(F)cc3CCC2C)cc1OC (stereo not drawn)
 : 2, 90, -2, 90, 0%, 10, 84, 74, -44%
FC(F)(F)c1nnc(-c2ccccc2)nc1Oc1ccccc1
 : 17, 175, -18, 175, -6%, ·, ·, ·, -2%
COc1ccc(-c2[nH]nc3oc(=O)cc(C)c23)cc1
 : 10, 75, -10, 75, -4%, 10, 89, 79, -75%
CCOC(=O)NCc1ccc2c(c1)OCO2
 : 20, 135, -20, 135, -4%, 14, 113, 98, 28%
Cn1c(=O)c2c(n(Cc3ccccc3)c1=O)NC(=O)C2CC(=O)N1CCc2ccccc2C1 (stereo not drawn)
 : ·, ·, ·, ·, 4%, 22, 100, 78, -24%
CCCCn1c(SCc2ccccn2)nc2c1c(=O)n(C)c(=O)n2C
 : 28, 130, -28, 130, ·, -26, 59, 86, ·
Cc1c(NC(=O)c2ccc(N3CCCC3)c([N+](=O)[O-])c2)cccc1-c1nc2ccccc2s1
 : -2, 93, 2, 93, -10%, ·, ·, ·, -19%
COc1ccccc1NCCC(=O)OCC(=O)NCc1ccco1
 : 3, 200, -3, 200, ·, -8, 80, 88, -70%
CCOc1ccccc1NC(=O)CSc1c(C)n[nH]c1C
 : 0, 105, 0, 105, 5%, 2, 93, 91, -48%
CC1(C)CC(=O)C2=C(C1)N(c1ccccc1)C(N)=C(C#N)C2c1ccccc1 (stereo not drawn)
 : 10, 160, -10, 160, ·, 22, 57, 35, ·
CCCc1nn(CCc2ccccn2)c(N)c1CC
 : ·, ·, ·, ·, -5%, -13, 87, 99, 28%
CC(=O)c1cccc(NS(=O)(=O)c2c(C)n[nH]c2C)c1
 : 5, 71, -5, 71, -11%, -1, 97, 98, 4%
COCCN(C(=O)CC(C)(C)C)c1nnc(-c2cccnc2)s1
 : -13, 107, 13, 107, ·, 0, 92, 93, ·
O=C(O)CSCc1ccc(Cl)cc1
 : 12, 101, -12, 101, -6%, -25, 85, 110, -6%
O=C(Nc1ccccn1)c1cc2ccccc2o1
 : 3, 126, -4, 126, ·, -19, 48, 66, ·
COc1ccc(NC(=O)NCCN2CCN(c3cccc(Cl)c3)CC2)cc1
 : ·, ·, ·, ·, 0%, -5, 87, 92, -17%
C=CCN=C1SCC(=O)N1S(=O)(=O)c1ccc(C)cc1
 : 5, 134, -5, 134, -10%, 12, 99, 88, 2%
COc1ccc(-c2ccnc(-c3ccc(OCCCF)cc3)n2)cc1
 : 3, 123, -3, 123, 8%, ·, ·, ·, 2%

The list goes on.
Screens in order – IL1B NFkB pot, IL1B NFkB pot cell count 2 µM, NFkB transloc inh, NFkB transloc inh cell count 2 µM, Bcl-B displacement, MRP resist rev, MRP resist rev cytotoxicity, MRP resist rev with doxorubicin, PLAP inhibition
CCCCNC(=O)Oc1cccc(N2CCCC2=O)c1
 : 1, 159, -1, 159, 15%, 0, 73, 72, -16%
CCCCSc1nc(C)cc(NC(=S)Nc2ccc(OC)cc2)n1
 : 4, 177, -4, 177, -3%, ·, ·, ·, 14%
COc1ccc(C2C(C(=O)c3ccc(C)o3)=C(O)C(=O)N2c2cc(C)on2)cc1OC (stereo not drawn)
 : 6, 180, -6, 180, -17%, 4, 98, 94, 15%
CCCc1nnc(SCC(=O)N2CCCC2)n1CC1CCCO1 (stereo not drawn)
 : 3, 95, -3, 95, -9%, -3, 98, 101, -1%
CC(C)OC(=O)c1nnn(-c2nonc2N)c1CSc1ccccn1
 : 13, 99, -13, 99, 6%, 6, 96, 91, 14%
Cc1nnc(NCc2n[nH]c(=O)c3ccccc23)c2ccccc12
 : ·, ·, ·, ·, -5%, ·, ·, ·, 17%
CCN(Cc1nc2ccccc2c(=O)[nH]1)Cc1nc2cc(OC)c(OC)cc2c(=O)[nH]1
 : 9, 143, -9, 143, -6%, -65, 15, 80, -120%
O=C(CCCCCCCC(=O)NCC1CCCO1)NCC1CCCO1 (stereo not drawn)
 : 27, 175, -27, 175, ·, 10, 89, 79, ·
CCOc1cc(-c2nc(-c3cc(OC)c(OC)c(OC)c3)no2)cc(OCC)c1OCC
 : -1, 142, 1, 142, ·, -7, 67, 74, ·
CCCOc1cccc(C(=O)Nc2cc(NC(=O)c3ccco3)ccc2OC)c1
 : 19, 118, -19, 118, -2%, ·, ·, ·, -31%
COc1cc(C(=O)Nc2cc(-c3ccccc3)[nH]n2)cc(OC)c1OC
 : ·, ·, ·, ·, -1%, -37, 25, 63, -128%
CCOC(=O)Cn1nnnc1CN(Cc1ccc(OC)cc1)Cc1cc2cc(C)ccc2[nH]c1=O
 : 8, 118, -8, 118, ·, -5, 68, 73, ·
COc1ccnc(Oc2ccc(F)cc2)c1C(=O)N/C=N/OCc1ccc(Cl)cc1Cl
 : 3, 138, -3, 138, 0%, ·, ·, ·, -2%
CC(C)(C)C(=O)NC(=S)Nc1cc(C(F)(F)F)ccc1N1CCOCC1
 : 12, 176, -12, 176, -1%, ·, ·, ·, 1%
OC(C#CCN1CCOCC1)c1cccs1 (stereo not drawn)
 : 5, 126, -6, 126, -4%, -1, 92, 93, -18%
C/C(=N\NC(N)=O)c1ccc(Cl)cc1
 : 8, 159, -8, 159, -4%, ·, ·, ·, -6%
CC1CCc2nc(NC(=O)CN3CCOCC3)sc2C1 (stereo not drawn)
 : 6, 149, -6, 149, -4%, 12, 88, 76, -28%
CCN(CC)C(=O)C(=O)c1cccn1-c1cccc(Cl)c1C#N
 : 3, 165, -3, 165, -16%, 10, 93, 82, -42%
O=C(O)C1CCCN1C(=O)Nc1ccccc1 (stereo not drawn)
 : 14, 154, -14, 154, -7%, -5, 107, 113, -15%
Cn1c(-c2ccc(-c3ccccc3)cc2)c[nH]c1=S
 : 11, 156, -11, 156, -4%, -2, 68, 70, -10%
CCCS(=O)(=O)N1CCCC(C(=O)NC2CCCCC2)C1 (stereo not drawn)
 : 16, 175, -16, 175, 8%, -4, 91, 95, -8%
CC(=O)Nc1ccc(OCC(O)Cn2nc(C)c(C(C)=O)c2C)cc1 (stereo not drawn)
 : 13, 160, -13, 160, -4%, 1, 109, 108, -12%
CNC(=O)c1[nH]cnc1C(=O)Nc1ccccc1C
 : 9, 126, -9, 126, ·, -2, 100, 102, ·
